# LYP inhibition = LYP phosphatase inhibitors, primary screen, biochemical, DiFMUP fluorescence, recombinant catalytic domain, 10 µM (AID 606); one-dose inhibition, % at 10 µM; IC50 in µM for titrated hits; 52,000 tested, under 10 active; recombinant LYP catalytic domain, DiFMUP fluorescence; higher % means a stronger effect;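 active = IC50 under 40 µM in the dose-response test; inactive = IC50 of 40 µM or more, or never dose-tested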
# PMK inhibit = inhibitors of Streptococcus pneumoniae phosphomevalonate kinase; purified PMK, PK/LDH-coupled NADH absorbance 340 nm; inhibition, % at 10 µM; 65,000 compounds, 0.49% hits;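 active = top-ranked compounds by inhibition in the single 10 µM screen, taking a fixed number of the strongest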;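 note: 0% = full reaction with DMSO carrier and 100% = background rate without enzyme reaction; no value below 0 was filed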
# DPM-DC inhibit = inhibitors of Streptococcus pneumoniae diphosphomevalonate decarboxylase. calls only at 10 µM. 65,000 compounds, 0.49% hits. AID 556. purified DPM-DC, PK/LDH coupled NADH fluorescence;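 active = the 320 compounds with the highest percent inhibition in the single-dose primary screen, excluding strongly autofluorescent ones, cut at about 32% in these data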;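 note: kinetic rate of NADH fluorescence loss reporting ADP formed by the decarboxylase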
# Alkaline phosphatase = inhibition of tissue-nonspecific alkaline phosphatase – biochemical, luminescent (AID 518); one-dose inhibition, % at 20 µM; IC50 in µM for titrated hits; purified TNAP enzyme, luminescent substrate readout; higher % means a stronger effect; 64,000 compounds, 0.09% hits; in the data active = a potency from the dose series; inactive = the rest, 99 in 100 with inhibition below about 22%;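 note: plate controls were vehicle for no effect and reference inhibitor for full effect; many of its hits are not listed in these tables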
# HPDE-C7 viability = HPDE-C7 pancreatic duct cell viability loss – fluorescence, HTS (AID 430); HPDE-C7 pancreatic duct cells viability, fluorescence; higher % means a stronger effect; one-dose cytotoxicity, % at 10 µM; EC50 in µM for titrated hits; 63,000 compounds, 1.8% hits;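 note: cells exposed to compound for 48 hours before viability readout; 0% = vehicle and 100% = reference cytotoxic drug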
# HPDE-C7K KRASV12 = cytotoxicity in KRAS-transformed pancreatic duct cells, primary screen, cell-based, fluorescence, HTS (AID 431). HPDE-C7K KRASV12 cells, Alamar Blue viability, 48 h; higher % means a stronger effect. 63,000 compounds, 1.7% hits. cytotoxicity, % at 10 µM, or EC50 in µM where a hit was titrated;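 active = compounds whose percent cytotoxicity in the single-dose primary screen, scaled between solvent and toxic-drug controls, exceeds 50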;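 note: 0% = DMSO solvent wells and 100% = doxorubicin-treated wells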
# Bfl-1 inhibitors = displacement of Bid BH3 peptide from Bfl-1 – biochemical, fluorescence polarization, FITC-Bid, mouse, primary screen (AID 432) | FITC-Bid BH3 peptide fluorescence polarization displacement; higher % means a stronger effect | one-dose displacement, % at 20 µM; IC50 in µM for titrated hits | 64,000 compounds, 0.02% hits; in the data active = a potency from the dose series; inactive = the rest, 99 in 100 with displacement below about 15%; note: strong numbers were not always called active
# Spn MK inh = S. pneumoniae mevalonate kinase inhibition; purified MK, PK/LDH-coupled NADH absorbance 340 nm; inhibition, % at 10 µM; 65,000 compounds, 0.48% hits; AID 555;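 active = ranked among the strongest by inhibition in the single 10 µM screen, a fixed top-ranked set picked for dose follow-up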; note: no value below 0 was filed
# HT1080 viability = HT1080 cell viability loss – fluorescence readout (AID 620). 87,000 compounds, 0.42% hits. HT1080 viability, fluorescence; higher % means a stronger effect. one-dose cytotoxicity, % at 10 µM; EC50 in µM for titrated hits;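 note: cells exposed to compound overnight then 4 h with Alamar Blue; 0% = vehicle DMSO and 100% = killing control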
# PMK inhibit pilot replicates = also measured in PMK inhibit; calls as there; inhibition, %; measured here: pilot screen replicates
# Spn MK inh pilot replicates = further read-out of Spn MK inh, marked with its call; inhibition, %; measured here: pilot screen replicates
# DPM-DC inhibit pilot screen % = recorded beside DPM-DC inhibit, whose call it bears; inhibition, %; measured here: pilot screen trials
# Numbers without * were called inactive; i = inactive; . = not tested or not shown. Cut-off read from the data, not from the text of the source, unless noted: active = cytotoxicity above about 50%; inactive = the rest. The order is random; any-hit rate near 3.6%.
SMILES,LYP inhibition,PMK inhibit,DPM-DC inhibit,Alkaline phosphatase,HPDE-C7 viability,HPDE-C7K KRASV12,Bfl-1 inhibitors,Spn MK inh,HT1080 viability,others
O=C(COc1cccc2cccnc12)N1CCc2ccccc2C1,12%,18,i,8%,15%,20%,-1%,5,-3%,
Cc1ccc(C(=O)/C=C/Nc2ccccn2)cc1,-12%,7,i,8%,21%,-7%,6%,0,15%,
c1ccc2c(c1)nnn2-c1ncnc2sc3c(c12)CCCC3,.,0,i,10%,-13%,1%,-4%,7,-2%,
COC(=O)CSc1nc2nc(C)cc(C)n2n1,7%,2,i,12%,-11%,-7%,3%,7,2%,PMK inhibit pilot replicates=5.5;Spn MK inh pilot replicates=3.5;DPM-DC inhibit pilot screen %=4.0
N#Cc1c(N)c(C#N)c(-c2ccc3c(c2)OCO3)c2c1CCCC2,5%,0,i,10%,-2%,-2%,2%,0,4%,
Cc1cc(NC(=O)CSCc2nc(-c3cccc(Cl)c3)oc2C)no1,.,0,i,6%,-10%,-6%,-1%,1,4%,
CCC(C)NC(=O)Cn1c(=O)n(CCCCC(=O)NCc2ccco2)c(=O)c2ccccc21 (stereo unspecified),3%,1,i,5%,-17%,-7%,-3%,0,.,
COc1ccc(NC(=O)CN2CCN(c3ccc(Cl)cc3)CC2)c(OC)c1,-5%,4,i,4%,8%,0%,-3%,8,-5%,
CCc1nc(SCC(=O)Nc2cc(C)on2)c2c(=O)n(C)c(=O)n(C)c2n1,5%,0,i,7%,-2%,7%,-1%,6,-2%,
CCOCCOc1nc2c(c(=O)n(C)c(=O)n2C)n1Cc1ccc(C)cc1,0%,0,i,14%,8%,8%,7%,0,0%,PMK inhibit pilot replicates=6.5;Spn MK inh pilot replicates=1.0;DPM-DC inhibit pilot screen %=0.0
O=C(Cn1ncc2c(=O)oc3ccccc3c21)N1CCc2ccccc2C1,.,6,i,3%,-16%,-8%,1%,4,4%,
O=C(CC(C(=O)O)N1CCOCC1)Nc1ccc(Cl)cc1 (stereo unspecified),-2%,12,i,10%,.,.,49%,11,1%,
COc1ccc(NC(=O)Nc2nnc(C(C)C)s2)cc1,.,2,i,9%,6%,16%,-7%,4,8%,
Cn1c(C(=O)N(Cc2ccccc2)Cc2cccs2)cc2sccc21,8%,15,i,10%,-25%,-18%,-6%,0,0%,
COc1ccccc1-c1cc(-c2cc(Cl)ccc2O)n[nH]1,12%,8,i,-3%,-8%,-3%,-5%,7,18%,
O=c1c2c3c(sc2nc2n1CCCCC2)CCCC3,.,11,i,12%,.,.,-8%,5,-8%,
CCOC(=O)c1sc(C)c(C(N)=O)c1NC1=NCCCCC1,.,8,i,12%,.,.,1%,7,16%,
COc1cc(C2NC(C(=O)O)CS2)ccc1OCc1ccccc1C#N (stereo unspecified),.,16,i,8%,-6%,3%,-1%,2,0%,
Cc1noc(C)c1C(=O)Nc1ccccn1,13%,0,i,5%,1%,9%,-1%,9,4%,
CC1(C)CC(=O)c2cc(C(=O)N3CCCCC3)c(=O)n(-c3ccc(Cl)cc3)c2C1,1%,0,i,9%,-6%,-8%,6%,9,4%,
CC(C)(C)NC(=O)NC(=O)COC(=O)C1CC(=O)N(Cc2ccccc2)C1 (stereo unspecified),1%,13,i,4%,1%,2%,-5%,7,-1%,
CN(C)CCCN1C(=O)C(=O)/C(=C(/O)c2ccccc2)C1c1ccccn1 (stereo unspecified),6%,6,i,6%,-9%,4%,-1%,1,9%,
CCC(=O)Nc1cccc(NC(=O)COc2ccc(OC)cc2)c1,3%,0,i,4%,-8%,1%,4%,9,-3%,
O=C1NC(=O)C2C3c4ccccc4C(c4ccccc43)C12 (stereo unspecified),.,2,i,20%,6%,0%,-9%,8,-7%,
O=c1c2ccccc2nnn1CSc1ncnc2ccccc12,.,10,i,10%,15%,33%,4%,2,1%,
CCCN(CC1CC1)S(=O)(=O)c1ccc(S(N)(=O)=O)cc1,14%,0,i,8%,-11%,-6%,8%,4,-2%,
Cc1[nH]c2ccccc2c1C1=CN2CCS(=O)(=O)N=C2S1,.,20,i,9%,0%,-8%,-7%,5,10%,
CCOCC(O)CSCc1ccc(Cl)cc1 (stereo unspecified),.,0,i,8%,-3%,0%,-5%,4,.,
CCOC(=O)N1CCN(C(=O)c2cc(-c3ccc(F)cc3)[nH]c2C)CC1,6%,3,i,2%,-2%,-6%,5%,12,2%,
CC1(C)CC(NC(=O)C23CCC(C)(/C(=N/O)C2)C3(C)C)CC(C)(C)N1 (stereo unspecified),3%,6,i,-4%,-3%,0%,-5%,2,9%,
CCc1cc2c(CN3CCN(CC)CC3)cc(=O)oc2cc1O,.,8,.,7%,-24%,-16%,26%,1,-17%,
CC1(C)CC(C#N)(N2CCOCC2)CCO1 (stereo unspecified),-4%,0,i,10%,-12%,-6%,-7%,7,4%,
Cc1ccccc1NS(=O)(=O)c1ccc2[nH]cc(C(=O)N(C)Cc3ccco3)c(=O)c2c1,.,11,i,7%,-3%,7%,2%,1,2%,
O=c1c2cnn(-c3ccccc3)c2nnn1Cc1ccccn1,15%,4,i,14%,8%,8%,3%,4,-1%,
Cn1c2c(c(=O)n(C)c1=O)CN(CCCN1CCOCC1)CN2,8%,0,i,6%,8%,5%,-2%,0,-3%,PMK inhibit pilot replicates=4.0;Spn MK inh pilot replicates=1.0;DPM-DC inhibit pilot screen %=1.5
COc1ccc(OC(C)C(=O)NCc2cccnc2)cc1 (stereo unspecified),-2%,9,i,-4%,.,.,0%,4,2%,
COc1ccc(NC(=O)COc2ccccc2)c(OC)c1,-6%,4,i,11%,16%,16%,3%,10,1%,PMK inhibit pilot replicates=2.5;Spn MK inh pilot replicates=0.5;DPM-DC inhibit pilot screen %=1.5
NC(=O)CSc1nc2ccccc2n1-c1ccccc1,4%,12,i,10%,-2%,9%,-7%,8,0%,
c1cncc(-c2nnc3n2N=C(c2cccs2)CS3)c1,13%,8,i,-1%,-3%,5%,18%,5,1%,PMK inhibit pilot replicates=0.5;Spn MK inh pilot replicates=0.0;DPM-DC inhibit pilot screen %=0.0
C=CCC(C#Cc1ccccc1)N(C)C (stereo unspecified),2%,12,i,7%,9%,2%,-3%,8,7%,

# Twelve structures out of the list, arranged by length of the SMILES, smallest number first:
SMILES,LYP inhibition,PMK inhibit,DPM-DC inhibit,Alkaline phosphatase,HPDE-C7 viability,HPDE-C7K KRASV12,Bfl-1 inhibitors,Spn MK inh,HT1080 viability,others
CCOCC(O)CSCc1ccc(Cl)cc1 (stereo unspecified),.,0,i,8%,-3%,0%,-5%,4,.,
CC1(C)CC(C#N)(N2CCOCC2)CCO1 (stereo unspecified),-4%,0,i,10%,-12%,-6%,-7%,7,4%,
NC(=O)CSc1nc2ccccc2n1-c1ccccc1,4%,12,i,10%,-2%,9%,-7%,8,0%,
COc1ccc(NC(=O)COc2ccccc2)c(OC)c1,-6%,4,i,11%,16%,16%,3%,10,1%,PMK inhibit pilot replicates=2.5;Spn MK inh pilot replicates=0.5;DPM-DC inhibit pilot screen %=1.5
c1cncc(-c2nnc3n2N=C(c2cccs2)CS3)c1,13%,8,i,-1%,-3%,5%,18%,5,1%,PMK inhibit pilot replicates=0.5;Spn MK inh pilot replicates=0.0;DPM-DC inhibit pilot screen %=0.0
O=C1NC(=O)C2C3c4ccccc4C(c4ccccc43)C12 (stereo unspecified),.,2,i,20%,6%,0%,-9%,8,-7%,
CCC(=O)Nc1cccc(NC(=O)COc2ccc(OC)cc2)c1,3%,0,i,4%,-8%,1%,4%,9,-3%,
Cn1c2c(c(=O)n(C)c1=O)CN(CCCN1CCOCC1)CN2,8%,0,i,6%,8%,5%,-2%,0,-3%,PMK inhibit pilot replicates=4.0;Spn MK inh pilot replicates=1.0;DPM-DC inhibit pilot screen %=1.5
CCCN(CC1CC1)S(=O)(=O)c1ccc(S(N)(=O)=O)cc1,14%,0,i,8%,-11%,-6%,8%,4,-2%,
CN(C)CCCN1C(=O)C(=O)/C(=C(/O)c2ccccc2)C1c1ccccn1 (stereo unspecified),6%,6,i,6%,-9%,4%,-1%,1,9%,
CC1(C)CC(NC(=O)C23CCC(C)(/C(=N/O)C2)C3(C)C)CC(C)(C)N1 (stereo unspecified),3%,6,i,-4%,-3%,0%,-5%,2,9%,
Cc1ccccc1NS(=O)(=O)c1ccc2[nH]cc(C(=O)N(C)Cc3ccco3)c(=O)c2c1,.,11,i,7%,-3%,7%,2%,1,2%,

# The listing picks up, starting 2 compounds before the break.
SMILES,LYP inhibition,PMK inhibit,DPM-DC inhibit,Alkaline phosphatase,HPDE-C7 viability,HPDE-C7K KRASV12,Bfl-1 inhibitors,Spn MK inh,HT1080 viability,others
c1cncc(-c2nnc3n2N=C(c2cccs2)CS3)c1,13%,8,i,-1%,-3%,5%,18%,5,1%,PMK inhibit pilot replicates=0.5;Spn MK inh pilot replicates=0.0;DPM-DC inhibit pilot screen %=0.0
C=CCC(C#Cc1ccccc1)N(C)C (stereo unspecified),2%,12,i,7%,9%,2%,-3%,8,7%,
COc1cc(Cl)c(C)cc1NC(=O)CSc1nc2ccccc2o1,.,12,i,2%,3%,-5%,4%,0,0%,
COc1ccc(C2/C(=C(/O)c3ccccc3)C(=O)C(=O)N2CCN2CCOCC2)c(OC)c1 (stereo unspecified),8%,3,i,4%,13%,-2%,-3%,3,-6%,
Cc1oc(C)c(C(=O)Nc2ccc(CC(=O)O)cc2)c1C(=O)Nc1ccc(CC(=O)O)cc1,2%,7,i,8%,.,.,2%,9,4%,
CCC(C)OC(=O)C1=C(C)NC(=O)NC1c1ccc(F)cc1 (stereo unspecified),-2%,3,i,-5%,-10%,2%,-8%,0,-8%,
COC(=O)N1CC(=O)N(OC)C1c1ccc(Cl)cc1Cl (stereo unspecified),-8%,0,i,0%,-11%,-13%,-4%,10,35%,
CC(C)(C)C(=O)NC(=C(Cl)Cl)P(=O)(O)O,.,10,i,8%,2%,0%,-9%,1,.,
Cc1ccc(-c2nnc(-c3ccc(NC(=O)c4ccco4)cc3)o2)cc1,-2%,11,i,6%,-6%,4%,-2%,0,2%,
Clc1ccc(-n2ncc3c(NCCN4CCOCC4)ncnc32)cc1,12%,6,i,.,.,.,.,2,0%,
CCN(C1CCCCC1)S(=O)(=O)c1ccc(S(=O)(=O)N2CCN(CCC#N)CC2)cc1,12%,16,i,19%,2%,9%,-4%,8,5%,PMK inhibit pilot replicates=0.0;Spn MK inh pilot replicates=2.5;DPM-DC inhibit pilot screen %=0.0
CC1CCCC(C)N1C(=O)COC(=O)c1ccc[nH]c1=O (stereo unspecified),0%,0,i,3%,-4%,-10%,-9%,6,4%,PMK inhibit pilot replicates=6.5;Spn MK inh pilot replicates=4.5;DPM-DC inhibit pilot screen %=2.5
COc1ccc(C(c2sc3nc(C)nn3c2O)N2CCC3(CC2)OCCO3)cc1 (stereo unspecified),6%,16,i,13%,4%,-1%,-2%,3,-2%,
CCOc1ccc2nc(NC(=O)CSc3nc4c(c(=O)n(C)c(=O)n4C)n3CC)sc2c1,-2%,8,i,4%,1%,17%,-6%,5,-22%,
Cc1nnc(N)nc1C,.,13,i,4%,-2%,5%,-2%,11,.,

# Source: PubChem BioAssay
